Bioassay records deposited in PubChem BioAssay by Broad Institute.
ARNT TACC3 PPI: disruptors of ARNT/TACC3 protein interaction, primary screen, biochemical, AlphaScreen, single concentration; Transforming acidic coiled-coil-containing protein 3 (Homo sapiens), Q9Y6A5; AlphaScreen His-ARNT PAS-B/GST-TACC3 binding, luminescence; TACC3 fragment carries E629A point mutation; inhibition, % at 9.99 µM; 390,000 compounds, 0.66% hits;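 active means mean inhibition of replicates at least 50% and at least half of replicates each reaching 50%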;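 further: 0% = complete ARNT plus TACC3 wells and 100% = ARNT alone without TACC3; many hits fall short of the cut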
esBAF inh: Bmi1 luciferase reporter increase in mESCs, primary screen, esBAF inhibitor project, mouse ES cells, Bmi1 luciferase knock-in, single point; 24 h; 100% = twice the neutral-well signal; reporter increase, % at 12.5 µM; 350,000 compounds, 2% hits; in the data active means activation above about 40%;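 further: 0% = median of the plate's neutral control wells and 100% = double that signal; a rise in the Bmi1 reporter signal indicates esBAF inhibition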
RAD54 branch: inhibitors of human RAD54 branch migration, primary screen, biochemical, fluorescence, single point; DNA repair and recombination protein RAD54-like (Homo sapiens), Q92698; RAD54 Holliday junction branch migration, FAM/BHQ fluorescence; inhibition, % at 10.4 µM; 360,000 compounds, 0.14% hits; AID 602329, 2012;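 active means mean normalized replicate activity at least 40 and at least half of replicates scoring 40 or more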;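 further: 0% = median of neutral control wells and 100% = median of positive control wells; inhibitors cause a drop in the FAM fluorescence signal; in these data hits start at about 50%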
Target sequence (Q92698 whole entry, looked up): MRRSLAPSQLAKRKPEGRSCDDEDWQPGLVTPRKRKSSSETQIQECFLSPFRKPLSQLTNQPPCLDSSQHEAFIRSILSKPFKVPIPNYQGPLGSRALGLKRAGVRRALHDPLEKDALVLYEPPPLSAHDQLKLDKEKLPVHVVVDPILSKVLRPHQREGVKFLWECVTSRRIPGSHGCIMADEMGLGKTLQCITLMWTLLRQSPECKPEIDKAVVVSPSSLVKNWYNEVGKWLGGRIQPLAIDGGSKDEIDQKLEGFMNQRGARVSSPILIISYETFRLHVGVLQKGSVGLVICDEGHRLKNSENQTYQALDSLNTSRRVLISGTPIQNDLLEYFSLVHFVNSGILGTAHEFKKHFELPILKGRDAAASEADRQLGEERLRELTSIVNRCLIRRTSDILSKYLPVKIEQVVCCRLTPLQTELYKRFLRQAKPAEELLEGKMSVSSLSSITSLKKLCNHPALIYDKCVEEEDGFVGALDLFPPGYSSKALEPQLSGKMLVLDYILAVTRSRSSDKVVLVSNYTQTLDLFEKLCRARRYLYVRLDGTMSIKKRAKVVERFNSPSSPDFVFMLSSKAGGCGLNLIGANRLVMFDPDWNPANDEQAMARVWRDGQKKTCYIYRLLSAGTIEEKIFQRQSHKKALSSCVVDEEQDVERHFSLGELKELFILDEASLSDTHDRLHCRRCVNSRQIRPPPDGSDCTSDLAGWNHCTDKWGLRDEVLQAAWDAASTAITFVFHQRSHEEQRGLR
Starred values were filed as active, the others as inactive. The list is partial; the hit share may differ from the screen's.

Structure | ARNT TACC3 PPI | esBAF inh | RAD54 branch
Cc1cc2ncn(C(=O)c3c(-c4ccccc4Cl)noc3C)c2cc1C | -1 | -5 | -6
Cc1nn(CCC#N)c(NC(=O)c2ccc(Cl)cc2)c1P(=O)(Nc1ccc([N+](=O)[O-])cc1)N1CCOCC1 (stereo unspecified) | -2 | -4 | 1
O=C(NC1CCCCC1)C(c1ccccc1F)N(Cc1ccco1)C(=O)Cn1nnc2ccccc21 (stereo unspecified) | -4 | 1 | 11
CCCCCC(O)(CCCCC)C(=O)NNc1ccccc1 | -2 | -11 | -4
COc1cccc(C(C(=O)NC(C)(C)C)N(C(=O)CCC(=O)Nc2cc(C)on2)C(C)(C)C)c1OC (stereo unspecified) | -5 | -4 | -20
CCCSc1nc2c(=O)[nH][nH]c(=O)c2n1Cc1ccccc1 | -3 | -11 | 2
Cc1cc2ncn(-c3nnnn3-c3ccccc3)c2cc1C | -1 | 7 | -14
CCOC(=O)C1=C(CSc2nc3c(cc2C#N)CN(C)CC3)OC(N)=C(C#N)C1c1ccccc1 (stereo unspecified) | -3 | -4 | -14
O=C1C2CC=CCC2C(=O)N1c1nc2n(n1)C(c1ccccc1)CC(c1ccccc1)N2 (stereo unspecified) | 1 | -1 | -7
Cn1nnc(NC(=O)c2cccc(OCc3ccccc3)c2)n1 | -9 | 14 | 4
O=C(CSc1ncn[nH]1)c1ccccc1 | -4 | 5 | -6
Cc1cc(=O)oc2cc(OCC(=O)OCc3nnc(-c4ccccc4)o3)ccc12 | 2 | -1 | -10
COC(=O)c1ccccc1NC(=O)CSc1nc(NC(=O)c2ccccc2)c2c(C)c(C)oc2n1 | -6 | 10 | -2
CCOC(=O)C(CC)Sc1nnc(COc2ccc(C)cc2)n1-c1ccccc1 (stereo unspecified) | -8 | 5 | -1
O=C(O)c1ccccc1C(=O)Nc1nccs1 | -4 | 1 | -1
COc1cc(C(C(=O)NC(C)(C)C)N(Cc2ccccc2)C(=O)c2cnccn2)cc(OC)c1OC (stereo unspecified) | -2 | -6 | 0
COc1ccc(-c2csc(/C(C#N)=C(\O)CSc3nccn3C)n2)cc1OC | 13 | -8 | -18
COc1nc(NC(C)(C)C)nc(Oc2ccc(=O)n(-c3ccccc3)n2)n1 | 5 | -3 | -11
O=S(=O)(c1ccc(Cl)cc1)n1nnc2ccccc21 | -3 | 1 | -29
CCC(=O)NCCC(c1ccco1)c1ccccc1OC (stereo unspecified) | -3 | 9 | -11
FC(F)(F)c1nnc(-c2ccccc2)nc1Oc1ccc(Cl)cc1Cl | -17 | -5 | -3
Cc1cc(C=C(C#N)C#N)c(C)n1-c1ccccc1 | -3 | 46* | -4
Cn1c(=O)c2c(nc(NCc3ccco3)n2CC(O)COc2ccccc2)n(C)c1=O (stereo unspecified) | 18 | 9 | 2
CCOC(=O)c1cc(-c2ccc(C)o2)n[nH]1 | 2 | 4 | -12
OC(COc1cccc(OCC(O)CN2CCCC2)c1)CN1CCCC1 (stereo unspecified) | 10 | 3 | -12
COc1cccc(OC)c1OCCOc1ccccc1OC(C)C | 8 | 2 | -6
COc1ccc(OC)c(C(=O)c2coc3ccc(O)c(CN4CCOCC4)c23)c1 | 0 | 6 | 2
CN(C)CC(C)(C)CNC(=O)C1CCN(Cc2ccccc2O)CC1 | -5 | -3 | 7
Cc1ccccc1-c1nc(CN2CCCC(C(=O)NCCCN3CCOCC3)C2)c(C)o1 (stereo unspecified) | -2 | -7 | 8
O=C(Cn1ncn2c(cc3ccccc32)c1=O)NCCCc1ccccc1 | -29 | 3 | 4
O=C(c1cccc(Cl)c1)N1CCN(C(=O)c2ccco2)CC1 | 1 | 1 | 8
Cc1ccccc1NC(=O)c1cc(=O)c2ccccc2o1 | 0 | 3 | -18
CCOc1cc(C)nc(NCCc2ccc(OC)c(OC)c2)n1 | -25 | -2 | -7
CCCn1c(N)c(C(=O)CN2CCN(S(=O)(=O)c3cccs3)CC2)c(=O)[nH]c1=O | -2 | -1 | 9
CCOC(=O)C1CN(S(=O)(=O)c2ccc(C)cc2)C1 | -4 | -3 | 9
CC(C)CC(C(=O)NC1CCCC1)N(Cc1cccs1)C(=O)c1snc(C(N)=O)c1N (stereo unspecified) | -4 | -1 | -19
CCCC(=Nc1ccc(N)cc1)C1=C(O)C(C(=O)OC)C(C)(C)CC1=O (stereo unspecified) | 1 | 19 | 2
CC1(C)Cc2c(ccc3ccccc23)C(NNC(=O)c2cccnc2)=N1 | -3 | -2 | 0
CC(O)CNc1ncnc2nc[nH]c12 (stereo unspecified) | -22 | 2 | 8
CC(=O)Nc1ccc2c(c1)nc1n2CCSC1 | 12 | 5 | 8
CC(C)CN1C(=O)c2ccc(C(=O)Nc3ccccn3)cc2C1=O | 6 | 31 | 5
CCOC(=O)c1nnn(-c2nonc2N)c1CN(CC)CC | -10 | -5 | -5
O=[N+]([O-])c1ccc(N2CCN(c3ccc(Cl)nn3)CC2)c(Cl)c1 | 1 | 7 | 3
CCn1c(SCC(=O)Nc2nc(C)c(C(=O)OC)s2)nnc1C(C)C | 0 | -1 | -2
CC(C)CC(=O)N1CCN(c2ccc([N+](=O)[O-])c(NCc3ccccc3)c2)CC1 | 7 | -32 | 3
Cn1c(SCC(=O)n2c3c(c4ccccc42)CCCC3)nnc1-c1ccccc1 | -4 | -1 | -7
O=C(CSc1ncn(-c2ccccc2)n1)Nc1ccc(Br)cn1 | 8 | 1 | -5
CCOC(=O)N1CCN(CC(O)COC2CC(C)CC(C)(C)C2)CC1 (stereo unspecified) | -5 | 4 | -9

Quoted at random: four compounds from above, in no set order.
Structure | ARNT TACC3 PPI | esBAF inh | RAD54 branch
CC(C)CN1C(=O)c2ccc(C(=O)Nc3ccccn3)cc2C1=O | 6 | 31 | 5
O=[N+]([O-])c1ccc(N2CCN(c3ccc(Cl)nn3)CC2)c(Cl)c1 | 1 | 7 | 3
CC(C)CC(=O)N1CCN(c2ccc([N+](=O)[O-])c(NCc3ccccc3)c2)CC1 | 7 | -32 | 3
CCn1c(SCC(=O)Nc2nc(C)c(C(=O)OC)s2)nnc1C(C)C | 0 | -1 | -2

More compounds follow:
Sequence of screens – ARNT TACC3 PPI	esBAF inh	RAD54 branch
> Cc1cccn2cc(-c3ccc(F)cc3)nc12
    11	1	6
> CC(O)C(O)C(O)C(O)C1NCCS1 (stereo unspecified)
    27	-2	-7
> CCOCCCNC(=O)CCSc1ccc(C)cc1
    -6	-5	-17
> COc1ccc(NC(=O)C(NC(=O)c2ccccc2)C(C)C)cc1 (stereo unspecified)
    -15	-6	-5
> CCOC(=O)N1CCN(C(=O)CN(c2cccc(C)c2)S(=O)(=O)c2ccc(C)cc2)CC1
    0	6	-4
> O=c1cc(-c2ccco2)oc2c1ccc1ccccc12
    -2	17	5
> CCOC(=O)c1ccc(N/C=C/C(=O)c2ccc(OC)c(OC)c2)cc1
    -2	12	-6
> CC(=O)N(c1cccc(C)c1)C1SC(=O)N(c2ccccc2)C1=O (stereo unspecified)
    6	-1	4
> CNc1nc(C)c(C#N)cc1C(C)=O
    -3	-1	-18
> CC(=O)c1cc(C(=O)Nc2ccc(C(=O)O)cc2)oc1C
    -2	-5	-12

Profiles, looked up by structure. Screens in order: ARNT TACC3 PPI | esBAF inh | RAD54 branch
CCOCCCNC(=O)CCSc1ccc(C)cc1 is listed as -6 | -5 | -17
CC(O)C(O)C(O)C(O)C1NCCS1 (stereo unspecified) is listed as 27 | -2 | -7
Cc1cccn2cc(-c3ccc(F)cc3)nc12 is listed as 11 | 1 | 6

(further entries)
Sequence of screens – ARNT TACC3 PPI	esBAF inh	RAD54 branch
> N#C/C(=C(/O)COC(=O)CCc1ccc(S(=O)(=O)N2CCOCC2)cc1)c1nc2ccccc2[nH]1
    2	2	6
> Cc1cccc(NC(=O)C2CC(=O)OC23CCCC3)c1 (stereo unspecified)
    -8	-6	2
> CN(Cc1ccccc1)Cc1nc2c([nH]1)c(=O)[nH]c(=O)n2C
    -3	-4	-6
> CCc1cccc(C)c1NC(=O)C(c1ccc(O)cc1)N1CCC1=O (stereo unspecified)
    -6	-3	-3
> Cc1cccc2c1N1C(=O)c3c(C(=O)O)cccc3C1CC2C (stereo unspecified)
    -2	-2	-9
> Cc1ccc(NC(=O)/C=C/c2cccs2)c([N+](=O)[O-])c1
    -7	11	5
> Cc1ccc(NC(=O)CCNS(=O)(=O)c2cccc3nonc23)cc1
    -5	-8	0
> CCOC(=O)c1c(NC(C)=O)sc2c(O)c(CN3CCN(CC)CC3)ccc12
    27	2	62*
> CCC(CC)c1nnc(NC(=O)c2ccc(N3CCCC3=O)cc2)s1
    -4	-1	5
> c1ccc(CCc2nn3c(-c4ccncc4)nnc3s2)cc1
    -2	-9	-6
> COc1cc(C2NC(=O)NC(C)=C2C(=O)NCc2ccccc2)c(Cl)cc1O (stereo unspecified)
    -5	3	-1
> CC(C(=O)OCC(=O)Nc1ccc2c(c1)OCO2)N1C(=O)c2ccccc2C1=O (stereo unspecified)
    2	0	11
> COCCn1c(=S)[nH]c2cc(C(=O)NCCc3ccc(OC)c(OC)c3)ccc2c1=O
    2	-6	-5
> COc1ccccc1C(=O)NCCNC(=O)c1ccco1
    -7	7	-2
> C=CCn1c(-c2cccs2)nc2ccccc21
    -12	21	7
> COC(=O)CC1C(=O)NCCN1C(=O)CSc1nnc(Nc2ccc(OC)cc2)s1 (stereo unspecified)
    4	-5	-1
> Cc1oc2ccc(OC(=O)N3CCOCC3)cc2c1C(=O)OC(C)C
    0	7	-3
> N#Cc1c(NC(=O)CCn2cnc3ccccc3c2=O)oc(-c2ccccc2)c1-c1ccccc1
    -8	-9	-2
> CCC1SC2=NC(C)=C(C(=O)OC)C(c3ccc(C)cc3)N2C1=O (stereo unspecified)
    -9	-4	1
> CC1(C)Cc2c(c(N3CCOCC3)nc3sc4c(NCc5ccco5)nnnc4c23)CS1
    0	3	2
> CC1(C)CC2(CC(C)(C)NC(=O)N2)NC(=O)N1
    -8	-2	4
> CCOC(=O)c1ccccc1NC(=O)C1CCN(c2ncnc3sc(C)c(C)c23)CC1
    -4	-3	-1
> Cc1cccc(COCC(Cc2ccccc2)N2CCN(C(=O)c3ccc(C(F)(F)F)cc3)CCC2=O)c1 (stereo unspecified)
    -6	-12	-2
> Cn1c(SCc2cc(=O)[nH]c3ccccc23)nnc1-c1ccco1
    -1	4	4
> COc1cccc(-c2nnc(SCc3ccc(C#N)cc3)n2Cc2ccco2)c1
    -12	25	-5
> O=c1[nH]c2cc3c(cc2cc1CN(Cc1nnnn1CC1CCCO1)C1CCCCC1)OCO3 (stereo unspecified)
    -11	-5	5
> CCOC(=O)c1cc(-c2ccccc2)sc1NC(=O)C(C)N1C(=O)NC(C)(c2ccc(Cl)cc2)C1=O (stereo unspecified)
    -7	8	-5
> CC(=O)Nc1cc(C(C)(C)C)c(O)c(C(C)(C)C)c1
    -7	2	6
> Cc1nn(C)c(=O)n1-c1ccc(Oc2ccccc2)cc1
    -2	5	11
> COn1c(SCc2ccc(Cl)cc2)nc2ccccc2c1=O
    -3	1	-2
> Cc1ccc(S(=O)(=O)N2CCN(C(=O)N3CCOCC3)C2C)cc1 (stereo unspecified)
    -1	-1	-4
> COCCCNc1ncnc2ccc(C)cc12
    33	14	10
> CN(C)CCNc1ncnc2c1sc1nc(N3CCOCC3)c3c(c12)CC(C)(C)SC3
    9	-16	27
> O=C(Nc1ccnc(-c2cccnc2)n1)c1ccc(Cl)cc1
    2	16	-9
> COc1ccccc1C1C2C(=O)N(c3ccccc3)C(=O)C2ON1c1ccccc1 (stereo unspecified)
    -15	-3	-1
> COc1cccc(NC(=O)CSc2nnnn2C(C)C)c1
    -1	10	1
> COc1cc(C2C(C(C)=O)=C(O)C(=O)N2CCc2c[nH]c3ccccc23)ccc1O (stereo unspecified)
    6	-5	4
> Cc1cc(C)n(/N=C/c2c[nH]c3ccccc23)c(=O)c1
    21	4	2
> Cc1noc(C)c1S(=O)(=O)Nc1ccc(C(=O)NC2CCCCC2C)cc1 (stereo unspecified)
    -2	-3	-2
> COCCn1c(N)c(C#N)c2nc3ccccc3nc21
    2	-8	12
> COCCNC(=O)CSc1nc2ccc(N3CCOCC3)cc2c(=O)n1Cc1ccc(OC)cc1
    -2	78*	4
> Cc1ccc2nc(N3CCN(C)CC3)c(C#N)cc2c1
    -5	0	11
> COCC(=O)N(C)c1nnc(-c2cnc(C)cn2)s1
    -13	7	0
> Cc1ccc(C=C2C(=O)c3ccccc3C2=O)s1
    18	2	-2
> O=C(CSc1ncccn1)NC(=O)NCc1ccccc1
    -1	-5	-2
> Oc1ccc(-c2cn3c(n2)SCC3)cc1
    -7	2	-5
> CC(C)(C)c1cc(=O)n2c(C#N)c(C#N)nc2[nH]1
    -2	0	-4
> CC(C)c1ccc(NC(=O)COc2ccc(S(=O)(=O)N3CCOCC3)cc2)cc1
    -5	-4	-7
> CCC(Oc1ccccc1)C(=O)Nc1nnc(C)s1 (stereo unspecified)
    -5	-8	-7
> FC(F)(F)c1nnc2ccc(N3CCN(c4ccccc4)CC3)nn12
    -7	-1	1
> Cc1ccc(NC(=O)c2c(C(F)(F)F)nn(C)c2SCc2cccc(C(F)(F)F)c2)cc1C
    -7	-8	1
